Screening data as filed in PubChem.
TAAR1 agonist – agonists of human TAAR1; CHO RD-HGA16 TAAR1, Fluo-8 calcium fluorescence; vehicle wells 0%, saturating PEA agonist 100%; activation, % at 3 µM; hit rate 0.99% among 360,000;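 active = activation above the mean activation of all test compounds in the run plus 3 SD, cut at about 38% in these data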
Target sequence (Q96RJ0 whole entry, looked up): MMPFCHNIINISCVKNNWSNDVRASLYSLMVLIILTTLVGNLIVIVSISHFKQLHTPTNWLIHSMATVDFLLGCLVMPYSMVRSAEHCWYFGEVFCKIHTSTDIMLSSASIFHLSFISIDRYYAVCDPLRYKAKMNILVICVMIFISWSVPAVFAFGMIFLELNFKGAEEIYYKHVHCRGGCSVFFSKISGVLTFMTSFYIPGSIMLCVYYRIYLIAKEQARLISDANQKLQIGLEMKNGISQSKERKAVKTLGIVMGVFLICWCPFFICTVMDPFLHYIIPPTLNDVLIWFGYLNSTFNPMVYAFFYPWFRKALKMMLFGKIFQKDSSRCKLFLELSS
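Assay system – CHO-derived RD-HGA16 cells with stable Gα16 and human TAAR1 · Compound dosing – one-point dosing at 3 µM (nominal) · Incubation – 17-24 h seeding, 75 min 37 °C dye, 30 min RT · Measured by – kinetic Fluo-8 calcium fluorescence · Control set – DMSO vehicle as 0%, PEA at EC100 as 100% · Repeats – single well for each compound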
TAAR1 antag – antagonists of human TAAR1 | inhibition, % at 3 µM | AID 624466 | Q96RJ0 | hit rate 1.5% among 360,000 | CHO RD-HGA16 TAAR1, Fluo-8 calcium fluorescence, antagonist;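 active = inhibition above a per-plate cutoff, the mean inhibition of test compounds on that plate plus 3 SD, cut at about 49% in these data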;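 also: 0% = DMSO plus EC80 beta-PEA response and 100% = DMSO alone without agonist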
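Test system: CHO RD-HGA16 cells bearing hTAAR1 | Reagent: β-PEA, EC80 | Compound dosing: 3 µM, single point | Schedule: Dye loading 75 min at 37 °C, then 30 min room temperature | Signal: Calcium fluorescence with Fluo-8 | Evaluation: Percent inhibition of PEA-evoked calcium signal, max/basal emission ratio | Control set: DMSO-only wells and EC80 β-PEA-stimulated wells | Repeats: Singlicate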
CHO parental Ca – counter-screen for OX1R antagonists: effect in parental CHO cells; hit rate 0.63% among 330,000; inhibition, % at 5.6 µM; parental CHO-K1, ATP-induced calcium, Fluo-8 fluorescence;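 active = inhibition above that plate's mean sample inhibition plus 3 SD, cut at about 26% in these data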;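 also: 0% = ATP-challenged DMSO wells and 100% = DMSO wells without ATP; some compounds past the cut are filed as inactive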
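Measured by: calcium-sensitive Fluo-8 fluorescence / Test system: CHO parental line / Controls: ATP-challenged DMSO wells low, unchallenged DMSO wells high / Measure: % inhibition / Compound: single nominal dose of 5.6 µM per compound / Replicates: single well per compound, no replicates / Reagent: ATP as calcium-mobilizing challenge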
CHO-K1 Ca antag – counter-screen for M1 antagonists: effect in parental CHO-K1 cells | ATP-induced calcium, Fluo-8 fluorescence | inhibition, % at 3 µM | hit rate 0.6% among 360,000;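 active = inhibition above a per-plate cutoff, the plate's mean sample inhibition plus 3 SD, cut at about 24% in these data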;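 also: 0% = DMSO plus EC80 ATP and 100% = DMSO alone without ATP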
CHO-K1 Ca ag – counter-screen for M1 agonists: effect in parental CHO-K1 cells | Fluo-8 calcium fluorescence; scaled to maximal ATP response, vehicle zero | activation, % at 3 µM | hit rate 0.48% among 360,000; in the data active = activation above about 15%;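 also: untransfected CHO-K1 host cells lacking M1 receptor as counterscreen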
CHO-K1 Ca PAM – counter-screen for M1 PAMs: effect in parental CHO-K1 cells | activation, % at 3 µM | ATP EC20, Fluo-8 calcium fluorescence; 0% at ATP EC20, 100% at ATP max | hit rate 0.02% among 360,000;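 active = activation above the run cutoff, the mean activation of all test compounds plus 3 SD, cut at about 40% in these data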;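 also: peak over basal fluorescence ratio in a 140 s read after ATP addition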
M1 ag – activates human CHRM1 receptor; P11229; CHO-K1 hM1, Fluo-8 calcium fluorescence, agonist mode; 0% DMSO, 100% acetylcholine EC100; activation, % at 3 µM; hit rate 0.33% among 360,000;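 active = activation above the run's mean compound activation plus 3 SD, cut at about 16% in these data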;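 also: peak over basal fluorescence ratio within a 140 s kinetic read after compound addition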
Target sequence (P11229 whole entry, looked up): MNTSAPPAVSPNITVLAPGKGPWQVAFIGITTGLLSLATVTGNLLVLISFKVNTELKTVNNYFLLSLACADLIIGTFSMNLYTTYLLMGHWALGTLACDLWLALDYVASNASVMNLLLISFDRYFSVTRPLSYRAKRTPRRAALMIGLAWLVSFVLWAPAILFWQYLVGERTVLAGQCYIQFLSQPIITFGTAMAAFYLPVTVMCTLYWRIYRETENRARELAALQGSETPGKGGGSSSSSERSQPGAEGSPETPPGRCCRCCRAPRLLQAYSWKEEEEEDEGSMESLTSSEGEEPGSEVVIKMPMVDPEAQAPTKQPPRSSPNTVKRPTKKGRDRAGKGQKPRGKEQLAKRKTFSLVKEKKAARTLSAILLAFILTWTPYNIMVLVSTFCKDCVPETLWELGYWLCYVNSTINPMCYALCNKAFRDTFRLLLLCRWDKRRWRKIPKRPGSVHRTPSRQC
CHRM1 antagonist – antagonists of human M1 muscarinic receptor; P11229; AID 588852; CHO-K1 hM1, Fluo-8 calcium fluorescence, ACh EC80 antagonist; hit rate 1.3% among 360,000; inhibition, % at 3 µM;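 active = percent inhibition above its own plate's cutoff, namely the mean of that plate's compound wells plus 3 SD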;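 also: peak over basal fluorescence ratio during 140 s after agonist addition; 0% = ACh EC80 plus DMSO and 100% = DMSO alone without agonist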
OXTR potentiator – human OXTR potentiation; P30559; CHO-OTR cells, Fluo-8 calcium fluorescence, potentiator mode; 0% = oxytocin EC15, 100% = EC100; activation, % at 3 µM; hit rate 0.061% among 320,000; AID 2445;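 active = activation above that plate's cutoff, the mean activation of tested compounds plus 3 SD, cut at about 6.6% in these data, passing the limit was not always enough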;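 also: 100% uses oxytocin at 75 nM as the full agonist control; some results filed as inactive read as strong as hits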
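System: human OTR in CHO cells; Also added: sub-maximal oxytocin, roughly EC15; Timing: compound 6 min at room temperature before oxytocin, 100 s read; Technique: Fluo-8 intracellular calcium fluorescence, ex 470-495, em 515-575 nm; Controls: oxytocin EC15 low and EC100 high; Replication: singlicate.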
* = called active by the depositor; x = no result given.

SMILES	TAAR1 agonist	TAAR1 antag	CHO parental Ca	CHO-K1 Ca antag	CHO-K1 Ca ag	CHO-K1 Ca PAM	M1 ag	CHRM1 antagonist	OXTR potentiator
COc1ccc(C(=O)N/C(=C\c2ccccc2)C(=O)NC(CC(C)C)C(=O)O)cc1 (stereo not drawn)	16	-8	2	11	8.2	-8	-4	5	-10
Cc1nn(C)c(C(=O)NCc2ccc(Cl)cc2)c1Cl	2	7	11	18	10	6	-3	10	-8
O=C(CC1Oc2ccccc2NC1=O)NCc1ccccc1 (stereo not drawn)	0	-11	3	-7	-0.2	0	-11	-9	1
CSCC[C@H](NS(=O)(=O)c1ccc(C)cc1)C(=O)N1CCC(C(=O)N[C@@H](C)C(=O)O)CC1	1	-3	-12	-5	0.4	-1	-1	-2	1
CC(C)c1ccc(NC(=O)Nc2nc(C(N)C(C)C)cs2)cc1 (stereo not drawn)	29	28	x	-6	3.8	16	1	-1	x
COc1ccc(S(=O)(=O)N2CCN3CCCC3C2)cc1 (stereo not drawn)	4	2	0	-8	0.2	-1	-10	3	-11
COc1ccccc1CN1CCN(Cc2cc(OC)c(OC)cc2OC)CC1	0	0	-11	-2	0.2	27	-8	-22	0
Cc1cc(NC(=O)CN2CCCC(C)C2)n(-c2nc3ccccc3s2)n1 (stereo not drawn)	13	-10	x	-13	0.3	6	0	-22	x
COC(=O)c1cc(S(=O)(=O)N2CCCCC2)ccc1N1CCOCC1	0	-11	1	3	2.9	-7	-3	5	-10
COc1ccc(C(CCN2CCCCC2)c2c(OC)cc(OC)c3c(-c4ccccc4)cc(=O)oc23)cc1 (stereo not drawn)	68*	32	24	1	6.3	5	2	5	-16
COc1ccc(-c2csc(N(CCCN(C)C)C(=O)c3ccc(C(C)(C)C)cc3)n2)cc1	19	-29	-14	-4	1.1	15	-3	-19	-14
O=C(O)CC1SC(=Nc2ccc(O)cc2)NC1=O (stereo not drawn)	0	2	-1	-16	0.4	7	-5	3	-3
Cc1ccc(S(=O)(=O)NC(C(=O)N2CCOCCOCCOCCOCC2)c2ccccc2)cc1 (stereo not drawn)	1	-9	-10	-4	-0.5	23	-8	-4	1
CCCCc1ccc(NC(=O)CSc2nc3ncccc3[nH]2)cc1	2	17	10	17	13	-27	2	38	-11
CC(C)(C)C(=O)NC1CCN(S(=O)(=O)c2cccc(C(F)(F)F)c2)CC1	2	2	-17	2	-0.1	5	-1	-12	-7
CC(C)=CCC/C(C)=C/CNC(=O)C[C@H]1C[C@H](C(=O)N2CCOCC2)[C@@]2(C)c3[nH]c4ccc(Cl)cc4c3CCN2C1=O	0	-9	3	-7	0.7	18	-2	-11	x
CCC(N=c1cc(-c2ccc(OC)cc2)oc2ccc(C)cc12)C(=O)O (stereo not drawn)	4	6	-19	2	-0.1	12	-5	0	7
CC(C)(C)OC(=O)N1CCC[C@H]1C(=O)N1CCC[C@H]1C(=O)NCc1ccncc1	0	-11	x	-9	0.3	11	x	x	x
CN1CCC(=NNC(=O)c2ccco2)CC1	1	-3	3	-6	0.6	16	-4	-4	-14
Cc1nc2ccc(NC(=O)C3=NN(C)C(=O)CC3)cc2s1	4	-1	2	3	0.4	14	-2	4	-10
Cc1cc(C(=O)N/N=C/c2cccs2)no1	2	14	-7	-12	0.2	18	-4	-2	-1
Cc1nn(-c2ccccc2)c(C)c1C(=O)OCC(=O)NCc1ccco1	3	1	-1	5	2.4	9	3	20	-1
C=CCOn1c(=O)c(-c2ccccc2)[n+]([O-])c2ccccc21	0	-3	-14	6	7.5	13	-5	-10	-7
Cc1n[nH]c(C)c1Sc1ccccc1N=Cc1cc(Cl)cc([N+](=O)[O-])c1O	x	x	16	-3	1.0	3	-1	-7	-2
O=C(NC1=CC(=O)c2ccccc2C1=O)c1ccccc1	20	23	x	3	4.0	6	4	28	x
CC(C)(C)CC(=O)O/N=C(\N)c1ccncc1	1	-25	0	-17	0.1	19	-2	5	3
O=C(COc1ccccc1)Nc1ccccc1NS(=O)(=O)c1cccs1	0	12	-11	8	1.8	1	-2	-7	-6
CCOC(=O)C1=C(c2ccccc2)O/C(=C(/C(=O)OC)C(F)(F)F)S1	3	-4	-21	-20	1.5	16	-4	-3	1
CCOC(=O)/C=C1/SCC(=O)N1Cc1ccc(Br)cc1	0	-6	x	-19	0.5	27	-4	-12	x
COc1cc(C2C(C#N)=C(N)OC3=C2C(=O)CC(C)(C)C3)cc2c1OCO2 (stereo not drawn)	-1	10	-9	0	0.1	16	-4	-16	-8
COc1ccc([C@H]2C[C@H](n3cc(COC(=O)c4ccccc4)nn3)[C@@H](O)CN2C(=O)c2cccs2)cc1	1	6	x	7	0.8	-2	-1	-7	x
O=C(C=Cc1cccnc1)c1ccccc1	1	-16	x	-7	0.1	20	-2	13	x
COC(=O)[C@@]1(Cc2ccc(OC)cc2)[C@H]2c3cc(C(=O)N4CCCC4)n(C[C@H](O)CO)c3C[C@H]2CN1C(=O)c1ccccc1	2	-1	-14	x	x	x	x	x	-7
CC1(C)CC(=O)C2=C(C1)Nc1[nH]n(-c3ccccc3)c(=O)c1C2c1ccc2c(c1)OCO2 (stereo not drawn)	2	9	x	-2	0.1	11	0	-2	x
O=C(Cc1ccccc1Cl)Nc1cccc(S(=O)(=O)N2CCOCC2)c1	8	-21	-5	14	1.4	-8	-7	-1	-4
CSc1ccc(/C=N\Nc2nncn2N)cc1	4	5	-7	5	2.0	13	3	-11	-2
Cc1nn(C)cc1C(=O)Nc1cc(Oc2ccc(Cl)cc2)cc([N+](=O)[O-])c1	x	x	-2	0	0.2	3	-2	5	-11
COc1ccc(NC(=O)C2CCN(C(=O)c3cccs3)CC2)cc1	1	-9	-13	-8	0.1	6	-4	0	-7
Cc1ccc(C)c(Nc2nc3ccc(C)cc3n3cnnc23)c1	4	6	-11	-6	0.3	17	0	-16	-15
Cc1cc(-c2nn3c(C)nnc3s2)ccc1NC(=O)C(C)(C)C	3	1	3	-1	0.1	10	-1	-9	-3

An excerpt of these results, in markdown.
| Molecule | TAAR1 agonist | TAAR1 antag | CHO parental Ca | CHO-K1 Ca antag | CHO-K1 Ca ag | CHO-K1 Ca PAM | M1 ag | CHRM1 antagonist | OXTR potentiator |
| --- | --- | --- | --- | --- | --- | --- | --- | --- | --- |
| O=C(C=Cc1cccnc1)c1ccccc1 | 1 | -16 | x | -7 | 0.1 | 20 | -2 | 13 | x |
| CCOC(=O)/C=C1/SCC(=O)N1Cc1ccc(Br)cc1 | 0 | -6 | x | -19 | 0.5 | 27 | -4 | -12 | x |

(list continues)
SMILES	TAAR1 agonist	TAAR1 antag	CHO parental Ca	CHO-K1 Ca antag	CHO-K1 Ca ag	CHO-K1 Ca PAM	M1 ag	CHRM1 antagonist	OXTR potentiator
O=C(NCC1CCCO1)c1cccc(NS(=O)(=O)c2ccccc2)c1 (stereo not drawn)	2	1	-23	-5	1.4	10	-4	4	0
CCOC(=O)C1=CCN(S(=O)(=O)c2ccc(C)cc2)C1c1ccccc1 (stereo not drawn)	0	-5	x	2	3.1	20	-7	2	x
O=C(Cn1ncc2c(=O)oc3ccccc3c21)N1CCN(c2ccccn2)CC1	8	20	4	-3	2.7	14	-2	7	-10
O=C(CN1CCc2ccccc2C1)N1CCN(S(=O)(=O)c2ccccc2)CC1	10	6	-15	-7	0.3	10	-5	10	-1
Cc1ccc(CN(C)C(=O)c2cccc(S(=O)(=O)N3CCCC3)c2)cc1	3	-4	-15	-14	1.7	2	-4	-11	0
COc1ccccc1CNC(=O)CCCc1ccccc1	4	11	-13	-9	0.2	18	-7	-6	-11
Nc1ccc(CN2CCOCC2)cc1	3	9	7	-22	1.6	21	0	-16	-9
CC(=O)NC1C(OCc2cccc(Br)c2)OC(COC(C)=O)C(OC(C)=O)C1OC(C)=O (stereo not drawn)	0	3	2	-17	1.1	6	0	-10	-10
CCOC(=O)c1[nH]c(=O)c2ccccc2c1O	7	-2	10	-10	0.1	12	-5	-19	-5
CCC1=Nc2cc(C(=O)NCCN3CCOCC3)ccc2Sc2ccc(C)cc21	2	-34	-24	-11	0.7	7	-6	-2	-1
COC(=O)C1=C(C)N(c2ccc(OC)c(OC)c2)C(=O)/C1=C\c1cccs1	0	6	-9	22	0.0	-14	-6	-3	-18
Cc1ccc(CNC(=O)C2CCN(S(=O)(=O)c3cnc[nH]3)CC2)cc1	12	-14	-12	3	-0.3	5	3	-4	2

Filtered by structure, the compounds so far with a halogen (nine)
SMILES	TAAR1 agonist	TAAR1 antag	CHO parental Ca	CHO-K1 Ca antag	CHO-K1 Ca ag	CHO-K1 Ca PAM	M1 ag	CHRM1 antagonist	OXTR potentiator
Cc1nn(C)c(C(=O)NCc2ccc(Cl)cc2)c1Cl	2	7	11	18	10	6	-3	10	-8
CC(C)(C)C(=O)NC1CCN(S(=O)(=O)c2cccc(C(F)(F)F)c2)CC1	2	2	-17	2	-0.1	5	-1	-12	-7
CC(C)=CCC/C(C)=C/CNC(=O)C[C@H]1C[C@H](C(=O)N2CCOCC2)[C@@]2(C)c3[nH]c4ccc(Cl)cc4c3CCN2C1=O	0	-9	3	-7	0.7	18	-2	-11	x
Cc1n[nH]c(C)c1Sc1ccccc1N=Cc1cc(Cl)cc([N+](=O)[O-])c1O	x	x	16	-3	1.0	3	-1	-7	-2
CCOC(=O)C1=C(c2ccccc2)O/C(=C(/C(=O)OC)C(F)(F)F)S1	3	-4	-21	-20	1.5	16	-4	-3	1
CCOC(=O)/C=C1/SCC(=O)N1Cc1ccc(Br)cc1	0	-6	x	-19	0.5	27	-4	-12	x
O=C(Cc1ccccc1Cl)Nc1cccc(S(=O)(=O)N2CCOCC2)c1	8	-21	-5	14	1.4	-8	-7	-1	-4
Cc1nn(C)cc1C(=O)Nc1cc(Oc2ccc(Cl)cc2)cc([N+](=O)[O-])c1	x	x	-2	0	0.2	3	-2	5	-11
CC(=O)NC1C(OCc2cccc(Br)c2)OC(COC(C)=O)C(OC(C)=O)C1OC(C)=O (stereo not drawn)	0	3	2	-17	1.1	6	0	-10	-10
